PGC1a acetyl inh: PGC1a acetylation modulation, inhibitor mode; AID 651687; 0.17% of 350,000 active; U2OS PGC1a acetylation, AlphaScreen anti-acetyl-lysine; with virally co-expressed GCN5 acetyltransferase; inhibition, % at 15.6 µM;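 active = every replicate shows inhibition of at least 40%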;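 note: 0% = neutral control wells and 100% = positive control wells; some results beyond the cut were filed as inactive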
Cneo AK release: causes C. neoformans cell lysis; adenylate kinase release luminescence, 4 h; normalised: neutral wells 0, clomiphene wells 100; lysis activity, % at 15 µM; 0.2% of 360,000 active; AID 651654;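 active = mean lysis activity across replicates of at least 80%, whatever share of replicates individually reach that level; inactive = mean lysis activity below 80%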
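Assay system: C. neoformans cells. Amount: yeast cell density of 5 × 10^6 cells/mL. Technique: AK luminescence. Buffer or medium: YPD. Times: static 4 h at 37 °C with compound, 1 h detection. Dosing: single-point compound dose. Read-out: lysis from increased AK signal.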
INS-1E GSIS act: primary screen for activators of insulin secretion dependent on glucose, INS-1E cells, GLuc reporter luminescence; INS-1E GLuc reporter insulin secretion, 2-3 h; activation, % at 16.6 µM; 0.61% of 370,000 active; AID 743287;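 active = lowest replicate activation of at least 40%, so every replicate reaches that level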;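 note: 0% = median of neutral control wells and 100% = median of IBMX positive control wells; some compounds called inactive have numbers as strong as hits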
Statin myotox sup: suppression of simvastatin myotoxicity. C2C12 myotubes + simvastatin, ATP luminescence, 48 h; scaled: DMSO 0, geranylgeraniol control 100. rescue of ATP level, % at 7.49 µM. 0.78% of 330,000 active;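 active = mean ATP rescue above about 67%, or every replicate alone reaching that limit, limit read from the data, passing the limit was not always enough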;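 note: myotubes were challenged with 10 µM simvastatin during compound exposure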
PglD DTNB: blocks C. jejuni PglD acetyltransferase activity. purified PglD enzyme, DTNB colorimetric CoA detection. inhibition, % at 12.5 µM. 0.098% of 360,000 active; in the data active = inhibition above about 16%, passing the limit was not always enough; note: strong numbers were not always called active
miR122 inh: blocks miR-122 activity in Huh7 sensor cells | Huh7 miR-122 Renilla luciferase sensor, 48 h; neutral wells = 0, positive control = 100 | AID 602342 | 0.3% of 340,000 active | activation (reporter increase), % at 12.5 µM;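 active = mean replicate activation score at least 90 and every replicate individually at or above 90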;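 note: higher luciferase means less miR-122 activity so hits act as miR-122 inhibitors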
CFTR F508del cor: CFTR F508del correction in bronchial cells; CFBE cells, YFP halide quenching; stimulated with forskolin plus potentiator P3; % fluorescence drop versus neutral controls; activity (quench increase), % at 7.58 µM; 0.36% of 350,000 active;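 active = mean added fluorescence quench of at least 8% versus neutral control, with both replicates also reaching 8%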;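 note: cells transiently co-express mutant CFTR-F508del with the halide-sensitive YFP; corrector assay measuring rescue of mutant channel to the surface after 24 h compound exposure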
FN deposition inh: fibronectin deposition inhibition | inhibition, % at 12.6 µM | 0.086% of 350,000 active | AH1F fibroblasts, Alexa488-fibronectin deposition fluorescence, overnight;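 active = mean inhibition across replicates of 30% or more, regardless of how many single replicates reach that level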;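 note: positive control wells lacked labelled fibronectin entirely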
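Assay system: AH1F fibroblasts assembling fluorescent fibronectin matrix; Amount: 10000 AH1F cells per well; Buffer or medium: DMEM, 2% serum; Probe or stimulus: Alexa488-fibronectin, 24 nM final in well; Doses: single compound dose, delivered by pin transfer; Incubation: 1 h adhesion, overnight exposure; Measured by: fluorescence 485/525 nm; Read-out: fibronectin deposition inhibition.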
* = called active by the depositor; . = not tested or not shown; & = joins results of further samples; [ ] = another dose, or the depositor's remark.

SMILES,PGC1a acetyl inh,Cneo AK release,INS-1E GSIS act,Statin myotox sup,PglD DTNB,miR122 inh,CFTR F508del cor,FN deposition inh
CCCNC(=O)N1[C@@H]2Cn3c(ccc(-c4ccccc4OC)c3=O)[C@H]1[C@@H](C(=O)NCC)[C@@H]2CO,.,-1,-1,-21,1,.,.,.
CCN(CC)C(=O)C1CCN(S(=O)(=O)c2c(C)noc2/C=C/c2cccc(C)c2)CC1,-10,1,-27,-6,-6,-6,4.8,-1
COCCN1C[C@@H](CO)O[C@@H](n2cnc3c(NCc4ccncc4)ncnc32)C1,.,1,6,0,-7,3,-0.9,5
O=[N+]([O-])c1cc(S(=O)(=O)Nc2cccc(C(F)(F)F)c2)ccc1-n1nnc2ccccc21,9,1,.,-62,3,48,.,.
COc1ccc(C(=O)Nc2ccc(Br)cn2)cc1S(=O)(=O)N1CCOCC1,.,-4,19,5,0,.,-0.9,1
COC(=O)c1ccccc1NC(=O)C1CC(=O)N(C2CCCCC2)C1 (stereo unspecified),3,1,.,-14,0,1,.,.
CCCOc1ccc(NC(=O)CC2Nc3ccccc3NC2=O)cc1 (stereo unspecified),-5,-2,11,-7,-3,-4,0.3,0
CCC(=O)N[C@@H]1CC[C@H](CC(=O)NCC2CCCCC2)O[C@@H]1CO,9,3,25,21,-2,-10[16.7 µM],0.9,.
Cc1cc(C)n2nc(-c3ccc(Cl)cc3)cc2n1,.,-2,-1,10,9,.,4.1,5
O=C(NCc1ccco1)C1(S(=O)(=O)c2ccccc2)CC=CC1,6,-9,-6,7,0,-1,-1.0,4
COc1ccc(NC(=O)Nc2ccc3c(c2)OC[C@H](C)NC[C@@H](C)[C@H](OC)CN(C)C3=O)cc1,.,1,-7,-2,-3,1[16.7 µM],.,2
C=CCn1c2ccccc2c2nnc(SCc3ccc4nonc4c3)nc21,.,-2,.,4,-5,-3,.,-10

The listing continues:
SMILES,PGC1a acetyl inh,Cneo AK release,INS-1E GSIS act,Statin myotox sup,PglD DTNB,miR122 inh,CFTR F508del cor,FN deposition inh
C[C@H](CO)N1C[C@H](C)[C@H](CN(C)S(C)(=O)=O)Oc2cc(C#Cc3ccccc3)ccc2S1(=O)=O,6,1,-23,-3,0,4[16.7 µM],1.9,.
CC(=O)Nc1cncc(-c2ccccc2CO)n1,16,0,.,-2,-4,-5,0.0,1
Cc1ccccc1-c1cnc2c(c1)C(=O)N([C@H](C)CO)C[C@H](C)[C@H](CN(C)C(=O)c1ccc(F)cc1)O2,4,-1,1,10,7,.,-0.1,2
CNC[C@@H]1Oc2ccc(NC(=O)CCCN(C)C)cc2C(=O)N([C@H](C)CO)C[C@@H]1C,-6,3,1,-5,7,4[16.7 µM],0.7,-8
C[C@@H]1CCCCO[C@H](CN(C)C(=O)Nc2cccc3ccccc23)[C@H](C)CN([C@H](C)CO)C(=O)c2cc(NS(=O)(=O)c3ccc(F)cc3)ccc2O1,-8,2,-1,.,1,-9[16.7 µM],-1.5,-8
C[C@@H]1CN([C@@H](C)CO)C(=O)c2cc(C3=CCCC3)cnc2O[C@H]1CN(C)Cc1ccccn1,4,-1,-6,33,-1,-3[16.7 µM],0.3,.
CC1CCc2sc3ncn4nc(C(=O)NCc5ccco5)nc4c3c2C1 (stereo unspecified),7,-7,.,2,.,-10,.,-2
Cc1ccc(C2(C)NC(=O)N(CC(=O)Nc3cc(C)on3)C2=O)cc1 (stereo unspecified),-19,0,9,3,0,-2,-1.7,.
CCOC(=O)C1C(=O)CC(C)(O)C(C(=O)OCC)C1c1ccc(NC(C)=O)cc1 (stereo unspecified),10,.,0,.,.,.,-1.4,6
CSc1ccc(CN2CCC2(C)C(=O)NCc2ccccc2Br)cc1 (stereo unspecified),.,-1,.,0,2,0,4.2,5
Cc1ccc(-n2c(CC#N)n[nH]c2=S)c(C)c1,23,2,0,-6,-5,2,2.4,7
COc1cccc(CNC(=O)c2ccc(C)c(NC3=NC4CS(=O)(=O)CC4S3)c2)c1 (stereo unspecified),.,0,6,0,-2,-4,-1.6,-9

Continued.
SMILES,PGC1a acetyl inh,Cneo AK release,INS-1E GSIS act,Statin myotox sup,PglD DTNB,miR122 inh,CFTR F508del cor,FN deposition inh
CCOc1cc(/C=C(\C#N)c2nc3ccccc3[nH]2)ccc1OC(C)C(=O)O (stereo unspecified),-5,3,-24,7,-3,-11,-1.8,2
Cn1c(SCC(=O)N/N=C/c2ccc(O)c(O)c2)nc2ccccc21,-1,.,20,8,.,-10,1.2,11
O=c1oc(/C=C/c2ccc([N+](=O)[O-])s2)nc2ccccc12,-40,-5,.,16,-4,-4,.,.
COc1ccc(Cn2nnc3c(=O)[nH]c(C(=O)NCCc4ccc(F)cc4)nc32)cc1OC,1,3,-18,6,5,-5,0.9,-4
CCC(=O)N(C)C[C@H]1Oc2ncc(-c3ccccc3F)cc2C(=O)N([C@H](C)CO)C[C@H]1C,3,-2,4,22,-2,0[16.7 µM],0.8,1
COC(=O)Nc1ccc(NC(C)=O)cc1,-3,-2,18,0,3,-9,.,.
O=C(CSc1cn(CC(=O)N2CCCC2)c2ccccc12)NCC1CCCO1 (stereo unspecified),6,-2,-5,-3,-3,-2,-2.4,0
COCCCn1c(=O)c2ccccc2n(CC(=O)Nc2ccc3c(c2)OCCO3)c1=O,.,1,19,5,-7,-1,0.5,12
Cc1ccc(C(=O)c2ccc([N+](=O)[O-])cc2)c(C)c1,-2,1,.,.,-6,1,.,.
Cc1ccccc1C(=O)NNc1ccc([N+](=O)[O-])cc1,16,11,5,10,-5,-5,0.3,.
CC1(C(=O)NCCC#N)CCN1C(=O)c1ccccc1CCc1ccccc1 (stereo unspecified),.,-1,.,3,-3,2,-4.2,14
COc1ccc(Br)cc1-c1noc(-c2ccccc2F)n1,6,-3,-6,.,4,-4,.,.

Next part
SMILES,PGC1a acetyl inh,Cneo AK release,INS-1E GSIS act,Statin myotox sup,PglD DTNB,miR122 inh,CFTR F508del cor,FN deposition inh
CCOC(=O)c1cccc(NC(=O)C2CCCN(S(=O)(=O)c3c(C)n[nH]c3C)C2)c1 (stereo unspecified),-7,-2,.,.,4,-1,.,.
COc1ccc(CC/C(=N\O)C2(O)CCCCC2)cc1,-5,-9,.,18,2,-1,.,1
COc1ccccc1CNC(=O)CN(c1ccc(C)cc1)S(=O)(=O)c1c(C)nn(C)c1C,4,.,-6,-2,-2,4,.,-11
Nc1ncnc2c1ncn2[C@@H]1O[C@H](C(=O)N[C@@H](CO)c2ccccc2)[C@@H](O)[C@H]1O,17,1,.,7,-2,3,5.7,15
COc1ccccc1CNC(=O)C[C@H]1CC[C@H](NC(=O)CN(C)C)[C@H](CO)O1,6,1,0,12,-1,.,0.1,.
Cc1ccc(OCC(=O)Nc2ccc(N3CCN(C(=O)c4ccco4)CC3)cc2)c(C)c1,.,-1,8,6,-2,-8,2.2,-3
C[C@@H]1CN([C@H](C)CO)C(=O)CCCn2cc(nn2)CO[C@@H]1CN(C)S(=O)(=O)c1ccc(-c2ccccc2)cc1,-2,-4,-3,-20,1,0[16.7 µM],2.1,21
O=C(CCCSc1nc2ccccc2[nH]1)Nc1nnc(C2CC2)s1,1,0,1,1,-2,18,-2.7,.
C[C@@H]1CN([C@@H](C)CO)C(=O)Cc2cc(NS(C)(=O)=O)ccc2O[C@@H]1CN(C)Cc1ccc(C(=O)O)cc1,1,1,4,5,0,-1[16.7 µM],2.1,.
COc1ccc(C(=O)CCC(=O)O)c(C)c1,-12,0,9,1,2,6,.,5
O=C(COC(=O)C(CO)NS(=O)(=O)c1ccc(Br)cc1)Nc1ccc2c(c1)OCCO2 (stereo unspecified),.,-1,1,-2,-5,1,2.4,0
O=C(Nc1ccc2c(c1)[C@H]1C[C@H](CC(=O)N3CCc4ccccc4C3)O[C@H](CO)[C@H]1O2)C1CCOCC1,2,-9,-19,-4,1,-5[16.7 µM],-0.4,.

More entries
SMILES,PGC1a acetyl inh,Cneo AK release,INS-1E GSIS act,Statin myotox sup,PglD DTNB,miR122 inh,CFTR F508del cor,FN deposition inh
C[C@H](NC(=O)c1nc[nH]c1C(=O)N(C)Cc1ccccc1)C(=O)OC(C)(C)C,3,1,7,3,-1,-5,-2.4,-8
CN(C)C(=O)CCc1ccc2c3c([nH]c2c1)[C@]1(C)[C@@H](C(=O)N2CCCCC2)C[C@H](CC(=O)NCc2cccc(C(F)(F)F)c2)C(=O)N1CC3,.,1,-18,-8,6,.,3.1,-2
Cc1ccc(S(=O)(=O)N(C)c2ccc(OCC(=O)OCc3cccc(Br)c3)cc2)cc1,-15,-1,18,-2,-2,0,-5.0,.
C(=N\Nc1nc2ccccc2[nH]1)/c1cccs1,-9,0,.,-12,-3,2,.,-7
CC1(C)CC(=O)c2cc(OCC(=O)N3CCOCC3)ccc2O1,5,-1,37,-17,0,1,.,.
CCOC(=O)c1c(NC(=O)CSc2nnc3c(Cl)cc(Cl)cn23)sc2c1CCC2,-6,-1,-27,-6,1,-1,.,11
C[C@@H]1CN([C@@H](C)CO)C(=O)CCCn2nncc2CO[C@H]1CN(C)S(=O)(=O)c1ccc(-c2ccccc2)cc1,9&-7&7,6&1&30,-1&-7,1&38&18,-3&-1&0,1,0.0&1.0&1.9,-6&-2
COc1cccc(CNCc2ccc(SC)cc2)c1OC,.,-1,29,2,1,-2,-3.9,.
CC1=C(C(=O)O)N2C(=O)C(NC(=O)c3ccn(C)n3)C2SC1 (stereo unspecified),8,-3,.,-31,1,-1,.,.
CCOC(=O)C(NC(=O)c1ccccc1OCC)(Nc1ncccn1)C(F)(F)F (stereo unspecified),-70,2,.,38,4,14,.,.
COC(=O)COc1ccc(C(c2c(C)[nH][nH]c2=O)c2c(C)[nH][nH]c2=O)cc1,15,1,-18,1,9,-4,-1.2,-6
Cc1[nH]c(=O)[nH]c(=O)c1CSCC(=O)OCC(=O)c1ccc(Br)cc1,5,.,-1,1,.,.,-2.0,0

Continued:
SMILES,PGC1a acetyl inh,Cneo AK release,INS-1E GSIS act,Statin myotox sup,PglD DTNB,miR122 inh,CFTR F508del cor,FN deposition inh
CC(=O)Nc1ccc(S(=O)(=O)N/N=C/c2ccc(C)o2)cc1,5,1,8,0,-2,2,3.7,-8
CCn1c(=O)cc(OCC(=O)NCCc2cccc(C)c2)c2ccccc21,10,3,-10,-9,-1,5,.,-2
O=C(N[C@@H]1CC[C@@H](CCNS(=O)(=O)c2ccc(Cl)cc2)O[C@H]1CO)c1cnccn1,8,-3,11,-15,-1,.,-1.1,.
CN1CCN(S(=O)(=O)c2ccc(C(=O)Nc3ccccc3)cc2)CC1,2,1,.,-4,0,6,.,.
CCOCCCNC(=O)c1oc2ccc3c(c2c1C)C(O)CC(C)(C)O3 (stereo unspecified),15,-1,10,10,4,3,3.9,4
CS(=O)(=O)N1[C@@H]2Cn3c(ccc(-c4ccc(F)cc4)c3=O)[C@H]1[C@@H](C(=O)NCC1CC1)[C@@H]2CO,1,45,5,-2,-13,3[16.7 µM],-0.5,.
CCOC(=O)N1CCN(Cc2cc(=O)oc3cc4c(cc23)CCC4)CC1,-6,-2,.,-3,-2,-7,.,.

Entries of single compounds as entered above:
CS(=O)(=O)N1[C@@H]2Cn3c(ccc(-c4ccc(F)cc4)c3=O)[C@H]1[C@@H](C(=O)NCC1CC1)[C@@H]2CO is listed as PGC1a acetyl inh = 1; Cneo AK release = 45; INS-1E GSIS act = 5; Statin myotox sup = -2; PglD DTNB = -13; miR122 inh = 3[16.7 µM]; CFTR F508del cor = -0.5; FN deposition inh = .
CCn1c(=O)cc(OCC(=O)NCCc2cccc(C)c2)c2ccccc21 is listed as PGC1a acetyl inh = 10; Cneo AK release = 3; INS-1E GSIS act = -10; Statin myotox sup = -9; PglD DTNB = -1; miR122 inh = 5; CFTR F508del cor = .; FN deposition inh = -2

From PubChem
